# From PubChem BioAssay
# RMI FANCM FP = disruptors of RMI1/RMI2 association with MM2 peptide – biochemical, fluorescence polarization, human, primary screen. RMI core complex (RMI1/RMI2) binding to FANCM MM2 peptide, human. RMI core complex with F-MM2 peptide; active compounds read low. FP signal (polarization) at 33 µM. hit rate 0.58% among 70,000. AID 1159607, 2016; in the data active = FP signal below about 40; note: inactives centre near 61; strong numbers were not always called active; unit not given here
# Active calls of the source: *; & = joins results of further samples. Not all compounds are listed, so the mix of outcomes need not match the whole.
structure | RMI FANCM FP
O=C(NCCS(=O)(=O)NC1CCCCC1)c1ccccc1 | 53
Cc1nnc(NC(=O)CN2CCC3(CC2)NC(=O)N(Cc2ccc(Cl)cc2)C3=O)s1 | 55
O=C(CSc1nnc(NC(=O)c2c(F)cccc2Cl)s1)Nc1nc2ccccc2s1 | 63
Cc1nn(S(=O)(=O)c2ccccc2[N+](=O)[O-])c(C)c1Sc1ccccc1 | 56
O=[N+]([O-])c1ccsc1Sc1ccc(C(F)(F)F)cn1 | 56
CCOC(=O)c1oc2ccccc2c1NC(=O)c1cccc(C(=O)Nc2c(C(=O)OCC)oc3ccccc23)n1 | 61
Cc1cc2c(cc1S(N)(=O)=O)S(=O)(=O)CCC2 | 62
COC(CNc1cccc(F)c1C#N)OC | 44
CCOc1ccc(-n2nnnc2CNS(=O)(=O)c2ccc(CC)s2)cc1 | 54
Cc1ccc(COc2cn(CC(=O)Nc3ccccc3F)c(C)cc2=O)cc1 | 60
COc1cc2[nH]c3c(=O)n(CC(=O)N4CCN(c5ccccc5OC)CC4)cnc3c2cc1OC | 62
CCc1ccc(N2CC(O)(c3ccc([N+](=O)[O-])cc3)[N+]3=C2SCCC3)cc1 (centres undefined) | 83
COc1ccccc1NC(=O)CSc1ccc(-c2ccc(-n3ccnc3)cc2)nn1 | 69
COCCCNC(=O)c1cc(-c2cccs2)nc2c1c(C)nn2C1CCS(=O)(=O)C1 (centres undefined) | 69
Cc1cc(=O)n2c(-c3cccc(NC(=O)C(C)C)c3)csc2n1 | 63
O=C(Cn1cnc(-c2ccccc2)cc1=O)NC1CCCC1 | 68
CCOc1ccccc1NC(=O)c1ccc(S(=O)(=O)c2ccc(Br)cc2)nc1 | 67
CC(=O)c1cccc(NC(=O)CSc2nc(=O)n(Cc3ccccn3)c3c2CCC3)c1 | 57
O=C(c1ccccc1F)N1CCN(Cc2nc(-c3cccs3)cs2)CC1 | 62
CCOC(=O)c1c(-c2ccc(F)cc2)csc1NC(=O)CSc1nnc2scc(-c3ccccc3)n12 | 78

# Following part.
structure | RMI FANCM FP
Cc1ccc([N+](=O)[O-])cc1S(=O)(=O)N1CCCN(S(=O)(=O)c2cc([N+](=O)[O-])ccc2C)CC1 | 56
COC(=O)c1ccc(C(=O)Nc2nnc(-c3ccc(S(C)(=O)=O)cc3)o2)cc1 | 57
COC(=O)c1ccc(NC(=O)Cn2cnc3c(sc4ncccc43)c2=O)cc1 | 69
Cc1noc(C)c1NC(=O)NCc1cc2ccccc2s1 | 55
COc1ccc(C(C)C)cc1S(=O)(=O)n1cnc(C)c1 | 60
O=C(Cc1ccc(-n2c(=O)c3ccccc3n(Cc3ccc(F)cc3)c2=O)cc1)N1CCCCCC1 | 64
COc1cc(/C=N\NC(=O)COc2ccc(Cl)cc2Cl)ccc1O | 63
CC(NS(=O)(=O)c1ccc2c(c1)Cc1cc(S(=O)(=O)NC(C)C(=O)O)ccc1-2)C(=O)O (centres undefined) | 60&61
Cc1ccc(NC(=O)c2n[nH]c3ccccc23)cc1Cl | 84
Cc1cccc(C)c1NC(=O)Cn1nc2ccc(SCc3ccc(Cl)cc3)nn2c1=O | 118
CCc1cc(C(N)=S)ccn1 | 66&66&56
C=CCOCC(O)CN1CCN(c2cccc(C(F)(F)F)c2)CC1 (centres undefined) | 65
CCn1ccc(C(=O)Nc2nc3c(OC)ccc(OC)c3s2)n1 | 62
CCOCCCNC(=O)c1c(N)n(-c2ccc3c(c2)OCCO3)c2nc3ccccc3nc12 | 65
O=C(NC1CCN(Cc2c[nH]c3ccccc23)CC1)C1CCCCC1 | 65
CCCN(CCC)CC(O)COc1ccccc1C(C)=O (centres undefined) | 60
Cc1cc(NC(=O)c2ccc(Br)s2)n(-c2nc3ccccc3s2)n1 | 61
O=C(NCCc1c[nH]c2ccccc12)Nc1c[nH]c2ccccc12 | 53
Cn1nc(C(=O)Nc2nc3ccc([N+](=O)[O-])cc3s2)ccc1=O | 60
O=C(O)c1cc([N+](=O)[O-])ccc1NCc1ccco1 | 55

# Next part.
structure | RMI FANCM FP
Cc1nc(SCC#N)c2c3c(sc2n1)CCC3 | 75
CCOc1ccc(CC(=O)Nc2nc3c(OC)ccc(C)c3s2)cc1 | 79
Cc1ccc(-c2csc(NC(=O)c3coc4ccccc4c3=O)n2)o1 | 59
CSc1cccc(C(=O)Nc2ccc(-c3nc4ccccc4o3)cc2)c1 | 63
Nc1ccccc1SC/C=C/CSc1ccccc1N | 52
COC(=O)c1c(OC)cc2c(c1C)Oc1c(Cl)c(O)c(Cl)c(C)c1C(=O)O2 | 61
N#Cc1ccc(C(=O)Nc2sc3c(c2C#N)CCCC3)cc1 | 31
O=C(N1CCCC1)N1CCN(c2ccccc2)CC1 | 61
O=C(CCOc1ccccc1)Nc1nnc(-c2cccs2)o1 | 64
NC(=O)c1ccc(NC(=O)CCCn2nc(-c3cccs3)ccc2=O)cc1 | 67
S=C(N/N=C1/CSCc2ccccc21)Nc1cc(Cl)ccc1Cl | 64
CN(C)C(CNC(=O)Nc1ccc(Cl)cc1)c1ccco1 (centres undefined) | 53
O=C(O)CCCCCNC1=C(n2nnc3ccccc32)C(=O)c2ccccc2C1=O | 60
O=S(=O)(c1ccc(Oc2ccccc2Cl)cc1)N1CCC(Cc2ccccc2)CC1 | 50
O=C1c2cccc3cc([N+](=O)[O-])cc(c23)C(=O)N1CCc1ccccn1 | 45
NC(=O)c1ccc(NC(=O)CCCn2nc(-c3ccncc3)ccc2=O)cc1 | 62
CCc1nc2sc(C(c3ccc(Br)cc3)N3CCCC3)c(O)n2n1 (centres undefined) | 54
O=P(O)(O)C(O)C(F)(F)C(F)(F)C(F)(F)C(F)F (centres undefined) | 60
NC(=O)c1ccc(NC(=O)C(=O)NCCN2CCOCC2)cc1 | 51
COc1ccc(CC(=O)Nc2ccc(C)c(N3CCCCC3=O)c2)cc1OC | 52

# Continued, starting with the last 3 of the part before.
structure | RMI FANCM FP
O=P(O)(O)C(O)C(F)(F)C(F)(F)C(F)(F)C(F)F (centres undefined) | 60
NC(=O)c1ccc(NC(=O)C(=O)NCCN2CCOCC2)cc1 | 51
COc1ccc(CC(=O)Nc2ccc(C)c(N3CCCCC3=O)c2)cc1OC | 52
CC(=O)Nc1ccc(SCCCC(=O)N2CCN(c3cccc(Cl)c3)CC2)nn1 | 63
c1ccc(CN2c3ccccc3Sc3ccccc32)c(CN2c3ccccc3Sc3ccccc32)c1 | 66
Cc1ccc(C)c2sc(NC(=O)C3CCN(S(=O)(=O)c4ccc(F)cc4)CC3)nc12 | 52
CCc1ccccc1NC(=O)CCCn1nc(-c2ccccc2)ccc1=O | 72
CCS(=O)(=O)N1CCc2ccc(NC(=O)Cc3cccc(C)c3)cc2C1 | 64
CN(C)CCNC(=O)NCC12CC3CC(C1)CC(c1ccccc1)(C3)C2 | 69
Cc1cc(C)n(CCN(C(=O)c2ccccc2S(C)(=O)=O)c2nc3c(F)cc(F)cc3s2)n1 | 61
CN(C)c1ccc(CCNC(=O)Cc2cccs2)cc1 | 70
CN(c1ccccc1)S(=O)(=O)c1ccc(C(=O)Nc2nnc(Cc3ccccc3)o2)cc1 | 63
O=C(NC1CCCCC1)c1ccc(-c2cccc([N+](=O)[O-])c2)o1 | 62
Cc1[nH]c2ccccc2c1SCC(=O)NC1CCCCC1 | 61
COc1ccc(-c2ccc(N3CCC(C(=O)Nc4nc(C)cs4)CC3)nn2)cc1 | 66
COC(=O)c1ccc(S(=O)(=O)NC(C)(C)C)n1C | 56
CC(=O)Nc1ccc(NC(=O)Cn2cccc(-c3nc(-c4ccc(Cl)cc4)no3)c2=O)cc1 | 92
COc1ccc(C(=O)Nc2cc(C)nn2C)cc1OC | 62
Cc1nc2ccc(Br)cc2c(-c2ccccc2)c1C1=NN(C(=O)C(C)C)C(c2ccccc2F)C1 (centres undefined) | 61
N/C(=N/O)c1c(Cl)cccc1Cl | 48
Cn1nccc1C(=O)Nc1nnc(C2CCCCC2)o1 | 69
Nc1nc(F)nc2c1ncn2[C@@H]1O[C@H](CO)[C@@H](O)[C@@H]1O | 53
CCCCN1C(=O)CCc2cc(NC(=O)COc3ccccc3F)ccc21 | 63

# Given as labelled records: 2 of the compounds above
CC(=O)Nc1ccc(SCCCC(=O)N2CCN(c3cccc(Cl)c3)CC2)nn1
  RMI FANCM FP: 63
CC(=O)Nc1ccc(NC(=O)Cn2cccc(-c3nc(-c4ccc(Cl)cc4)no3)c2=O)cc1
  RMI FANCM FP: 92

# Other results
SMILES,RMI FANCM FP
CC(=O)NCCCCCCNC(C)=O,57
COc1ccc(N=C2NC(=O)/C(=C/C=C/c3ccccc3)S2)cc1,61
O=C(Nc1ccc2c(c1)N(C(=O)C1CCCO1)CC2)c1c(F)cccc1Cl (centres undefined),67
CCOC(=O)C(C(=O)C(F)(F)F)C(NC(N)=S)c1ccsc1 (centres undefined),63
CS(=O)(=O)c1ccc(Nc2nc(CC(=O)Nc3ccc4c(c3)OCCO4)cs2)cc1,62
O=C(COc1ccccc1)NCCN1CCn2cc(OCc3ccccc3)c(=O)cc2C1=O,60
O=C(CCc1ccccc1)NC1CC(=O)N(c2ccc(F)cc2)C1 (centres undefined),53
CC(=Nc1ccc(Cl)cc1)c1ccsc1,63
COc1ccc(CCNC(=O)CSc2nnc(NC(=O)c3cccc(F)c3)s2)cc1OC,55
COc1ccc(S(=O)(=O)n2c(SCC(=O)Nc3ccc(C(C)C)cc3)nc3ccc(OC)cc32)cc1,58
O=C(O)CCCC(=O)N1N=C(c2c(-c3ccccc3)c3cc(Br)ccc3[nH]c2=O)CC1c1ccccc1F (centres undefined),58
COc1cccc2sc(NC(=O)c3ccc(S(=O)(=O)N(C)Cc4ccco4)cc3)nc12,55

# More results
SMILES,RMI FANCM FP
CCOc1ccc(C(=O)C2C(=O)N(c3ccccc3)N=C2C)cc1 (centres undefined),66
COc1ccc(-c2cc3c(SCc4cccc(F)c4)nccn3n2)cc1,87
CCOC(=O)N1CCc2nc(NC(=O)CCCS(=O)(=O)c3ccccc3)sc2C1,63
CCC(=C(c1ccccc1)c1ccc(OCCN(C)C)cc1)c1ccccc1,63
COc1ccc(-c2cnc(SCC(=O)Nc3ccc(F)cc3F)n2C)cc1,58
CCc1nnc2ccc(N3CCN(S(=O)(=O)c4ccc(F)c(Cl)c4)CC3)nn12,67
COc1ccc2nc(-c3ccc(F)c(NC(=O)c4cccs4)c3)cn2n1,102
O=C(NNc1nc(-c2ccccc2)c2cc(Br)ccc2n1)c1ccc(S(=O)(=O)N2CCOCC2)cc1,56
O=C1C=C(Cl)C2C=CC3=C4C2=C1C=CC4C(Cl)=CC3=O (centres undefined),-55
O=C(NCCOc1ccccc1)Nc1ccc(OC(F)(F)F)cc1,63
Cc1nnc(NC(=O)c2sc3nc(-c4ccccc4)cn3c2C)s1,62
O=C(CSc1ccc(NC(=O)C2CC2)nn1)Nc1nc2ccccc2s1,114

# The listing continues:
SMILES,RMI FANCM FP
O=C(CC(=O)c1ccccc1)Nc1ccc2c(c1)OCCO2,57
CC(/C=C1\SC(=O)NC1=S)=C\c1ccccc1,36
C=CCN1C(=O)C(C)(C)COc2cc(NC(=O)CC(C)(C)C)ccc21,68
Cc1c(C)n2c3c(=O)n(CCN4CCCCC4)c(=O)n(C)c3nc2n1CCc1ccccc1,71
COc1ccc(-c2ccc(=O)n(CCCC(=O)Nc3ccccc3SC)n2)cc1OC,72
O=C(Cc1ccc(F)cc1)N1CCN(c2ccc3nnc(C4CC4)n3n2)CC1,61
Cc1ccc(S(=O)(=O)Nc2ccc(-c3ccc(N4CCCCCC4)nn3)cc2)cc1C,58
CCCCCC(=O)N/N=C\c1ccc(N(C)C)cc1,60
COC(=O)c1cc(S(=O)(=O)NCc2ccc3c(c2)CCO3)oc1C,58
CNC(=O)c1c(NC(=O)C2CC2)sc2c1CCCC2,58
Cn1ccc(C(=O)Nc2cccc(-c3nc4ccccc4o3)c2)n1,67
COc1ccccc1CCNC(=O)c1cnc2c(c(C)nn2-c2ccc(C)cc2)c1Cl,81

# Six records drawn at random from those above:
SMILES,RMI FANCM FP
CNC(=O)c1c(NC(=O)C2CC2)sc2c1CCCC2,58
Cn1ccc(C(=O)Nc2cccc(-c3nc4ccccc4o3)c2)n1,67
Cc1ccc(S(=O)(=O)Nc2ccc(-c3ccc(N4CCCCCC4)nn3)cc2)cc1C,58
CC(/C=C1\SC(=O)NC1=S)=C\c1ccccc1,36
COC(=O)c1cc(S(=O)(=O)NCc2ccc3c(c2)CCO3)oc1C,58
C=CCN1C(=O)C(C)(C)COc2cc(NC(=O)CC(C)(C)C)ccc21,68

# (further entries)
SMILES,RMI FANCM FP
CCOC(=O)c1c(NC(=O)c2ccnn2CC)sc(C)c1C,68
COc1cc(C#N)c2ccc3ccccc3c2c1,59
CN(C)CCCN(C(=O)c1ccc(S(=O)(=O)N2CCOCC2)cc1)c1nc2cc3c(cc2s1)OCO3,91
N#Cc1ccc(Oc2ccc(C(F)(F)F)cc2NC(=O)C(F)(F)F)cc1,52
COC(=O)c1ccc(C)c(NC(=O)c2ccncc2)c1,55
COC(=O)C1=C(N)Oc2cc(C)n(Cc3ccccn3)c(=O)c2C1c1ccc(C(F)(F)F)cc1 (centres undefined),55
Cn1c(C(=O)N/N=C\c2cccs2)cnc1SCc1ccc(Cl)cc1,52
CCOc1ccc(-c2cc(=O)n(CC(=O)N(Cc3ccccc3)c3ccccc3)cn2)cc1,120
O=C(c1ccccc1Cl)N1CCCC(c2nnc(-c3ccc4c(c3)OCO4)o2)C1 (centres undefined),64
CCOC(=O)c1c(NC(=O)CCSc2nnc(C)s2)sc2c1CCC(C)C2 (centres undefined),80
NC[C@@H]1O[C@H](O[C@H]2[C@@H](O)[C@H](O[C@@H]3[C@@H](O)[C@H](N)C[C@H](N)[C@H]3O[C@@H]3O[C@H](CO)[C@@H](O)C[C@H]3N)O[C@@H]2CO)[C@H](N)[C@@H](O)[C@@H]1O[C@H]1O[C@H](CO)[C@@H](O)[C@H](O)[C@@H]1O,53
O=C(N[C@@H](Cc1c[nH]c2ccccc12)C(=O)O)c1ccc(Cl)cc1,55
